Glyco luc inh: blocks N-linked glycosylation in D54 reporter cells; D54 ERlucT glycosylation luciferase reporter, 24 h; percent of 100 nM tunicamycin response; reporter increase, % at 12.5 µM; 0.23% of 360,000 active; AID 588692;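 active means mean luciferase reporter signal, scaled so untreated is 0 and the glycosylation-blocking control 100, at or above a set limit in every replicate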;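 further: luciferase carries N-glycosylation sites so blocking glycosylation raises the light; 0% = median of neutral control wells and 100% = median of 100 nM tunicamycin wells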
Granule exo inh: lytic granule exocytosis inhibition. TALL-104 LAMP-1 surface exposure, flow cytometry; cells stimulated with thapsigargin and PMA. 0.66% of 360,000 active. inhibition, % at 10 µM;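 active means inhibition above about 55%, limit read from the data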
H9c2 protect: myocardial damage modulation in H9c2 cells. AID 588492. H9c2 cardiomyocytes, H2O2 injury protection, ATPLite, 2 h. protection from H2O2 cell death, % at 20 µM. 0.63% of 360,000 active;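 active means compounds giving at least 50% protection of heart cells from peroxide-induced death in the single-dose screen, raw or plate-pattern-corrected value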;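 further: 0% = DMSO wells with peroxide and 100% = DMSO wells without peroxide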
MC4R barr agon: agonists of human melanocortin 4 receptor (MC4R) beta-arrestin; U2OS MC4R beta-arrestin complementation, luminescence; percent of melanotan II response, DMSO zero; 0.98% of 360,000 active; P32245; activation, % at 8.9 µM;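 active means activation above a per-plate cutoff, the mean activation of sample wells on that plate plus 3 SD, cut at about 8% in these data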
ABCB6 inh 2: human ABCB6 transporter inhibition | 0.19% of 360,000 active | K562-ABCB6 porphyrin accumulation, flow cytometry, 1 h; active compounds read low | fluorescence ratio to DMSO, % at 10 µM;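 active means fluorescence ratio to DMSO below 75%, the collection mean minus 3 SD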;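 further: signal is porphyrin accumulated inside mitochondria; 100% equals median channel fluorescence of DMSO control wells; lower ratio means ABCB6 inhibition with less porphyrin fluorescence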
Target sequence (Q9NP58 whole entry, looked up): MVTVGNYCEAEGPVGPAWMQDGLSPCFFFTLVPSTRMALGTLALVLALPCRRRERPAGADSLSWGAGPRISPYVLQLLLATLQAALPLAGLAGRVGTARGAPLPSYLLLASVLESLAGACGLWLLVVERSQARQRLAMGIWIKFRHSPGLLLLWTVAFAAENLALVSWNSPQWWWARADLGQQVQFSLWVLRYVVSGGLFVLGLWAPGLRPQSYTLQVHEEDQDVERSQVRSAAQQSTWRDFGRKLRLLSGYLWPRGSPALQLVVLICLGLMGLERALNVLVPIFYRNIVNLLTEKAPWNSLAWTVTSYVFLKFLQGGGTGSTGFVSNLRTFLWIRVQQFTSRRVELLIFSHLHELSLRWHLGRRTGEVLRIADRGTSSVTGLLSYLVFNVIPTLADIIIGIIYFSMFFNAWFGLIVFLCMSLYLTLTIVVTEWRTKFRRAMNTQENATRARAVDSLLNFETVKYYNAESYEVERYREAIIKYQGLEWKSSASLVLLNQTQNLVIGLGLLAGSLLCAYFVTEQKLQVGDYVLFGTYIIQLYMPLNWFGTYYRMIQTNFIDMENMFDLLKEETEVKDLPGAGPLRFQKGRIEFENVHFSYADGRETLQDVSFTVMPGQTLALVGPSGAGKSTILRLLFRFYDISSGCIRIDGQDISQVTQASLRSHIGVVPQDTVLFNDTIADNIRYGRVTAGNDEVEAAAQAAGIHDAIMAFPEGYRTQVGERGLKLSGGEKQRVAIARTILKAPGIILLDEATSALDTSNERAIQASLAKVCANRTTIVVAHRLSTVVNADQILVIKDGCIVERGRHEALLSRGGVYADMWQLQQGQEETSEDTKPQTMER
iPSC survival up: increases survival of single human iPS cells. hiPSC single-cell survival, ATPlite luminescence; 100% = ROCK inhibitor wells, 0% = DMSO. survival enhancement, % at 20 µM. 0.044% of 360,000 active. AID 602274; in the data active means survival enhancement above about 18%;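 further: cells exposed to compounds for 16 hours before the ATP read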
MC4R antagonist: human MC4R antagonism in cAMP assay | P32245 | MC4R-expressing cells, MTII-stimulated cAMP, LANCE TR-FRET | inhibition, % at 6.5 µM | 0.48% of 360,000 active;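 active means inhibition above its plate's cutoff, the mean of tested wells on that plate plus 3 SD, cut at about 29% in these data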;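 further: 0% = Melanotan II alone and 100% = Melanotan II plus saturating MCL0020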
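Material – human MC4R-expressing U2OS cells · Repeats – no replicates · Detection – TR-FRET with Eu-cAMP and labeled anti-cAMP, 671 nm · Times – compound 30 min, challenge 1 h, detection 1 h · Compound – single nominal compound dose of 6.5 µM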
aDG glyco up: increases alpha dystroglycan glycosylation; Pro5-aDG cells, alpha-DG glycosylation AlphaScreen (IIH6); 0% Pro5, 100% B10-LARGE cell signal; activation, % at 10 µM; 0.22% of 360,000 active; AID 624168;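 active means activation of at least 8% versus controls, or a plate z-score of at least 8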;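 further: Pro5 are CHO cells carrying HIG-tagged alpha-DG that lacks glycosylation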
HTR2A ag: mouse HTR2A agonism via beta-arrestin recruitment. P35363. CHO-K1 mHTR2A beta-arrestin complementation, luminescence; percent of 30 µM serotonin response. activation, % at 7.6 µM. 0.66% of 360,000 active. AID 624169;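 active means activation above a run cutoff, the mean activation of all tested compounds plus 3 SD, cut at about 14% in these data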;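 further: 0% = plate median of compound wells and 100% = 30 µM serotonin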
ABHD5 PLIN5 PPI: blocks binding of human ABHD5 to perilipin-5. Q00G26+Q8WTS1. Split G. princeps luciferase complementation, luminescence, 4 h. inhibition, % at 4 µM. 0.78% of 360,000 active;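 active means inhibition above the mean inhibition across every tested compound plus 3 SD, cut at about 22% in these data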;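 further: 0% = DMSO only wells and the 100% control is not disclosed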
The depositor's hits bear a star; . = no result given.

Each structure is followed by: Glyco luc inh	Granule exo inh	H9c2 protect	MC4R barr agon	ABCB6 inh 2	iPSC survival up	MC4R antagonist	aDG glyco up	HTR2A ag	ABHD5 PLIN5 PPI
1	Cc1c(-c2ccccc2)oc2c(C(=O)OCC(=O)Nc3ccc(F)cc3)cccc2c1=O
→ -2	3	-3	-2.8	101	-1.9	-6	-0.3	-4	1
2	O=C1NC(=O)C2(CCCC2c2ccccc2)N1 (stereo not drawn)
→ -1	0	0	-1.7	98	2.3	-5	0.0	-4	-8
3	CCn1c(/C=C/c2ccc([N+](=O)[O-])o2)nc2ccccc2c1=O
→ -9	-1	2	-2.6	335	-3.0	-6	-0.3	-2	2
4	CCC(C)NC(=O)CSc1nc2ccccc2c(=O)n1CCCC(=O)NCC1CCCO1 (stereo not drawn)
→ 2	-1	-2	0.8	102	5.2	4	0.3	0	2
5	O=C(COC(=O)CSCC(=O)N1CCCCC1)Nc1ccc(Cl)cc1
→ 2	0	2	-1.3	95	-1.8	16	-0.2	-2	3
6	Nc1cc(=O)[nH]c(SCC(=O)Nc2ccccc2Sc2ccc(Cl)cc2)n1
→ 3	-1	-6	-1.6	94	0.9	8	-0.2	4	9
7	COc1ccc(CCNC(=O)CCc2cc(OC)c(OC)c(OC)c2)cc1
→ 0	5	1	-0.1	99	0.4	2	0.1	3	-9
8	CCc1nc(SCC(=O)N2CCCC2)c2c(=O)n(C)c(=O)n(C)c2n1
→ 1	-4	8	-2.5	95	-0.1	11	-0.1	1	2
9	O=C(CCC1CCCC1)NCc1cccs1
→ -1	9	-5	-1.3	104	0.6	3	0.7	2	5
10	COc1ccc(NC(=O)c2ccc(-c3ccc(C)c4ccccc34)o2)cc1
→ 4	-2	-4	-0.8	99	1.6	-4	0.0	-2	-2
11	COc1ccc(N(CC(=O)N2CCc3ccccc3C2)S(=O)(=O)c2c(C)nn(C)c2C)cc1
→ 2	10	30	0.3	95	0.8	0	0.3	10	7
12	COCCNc1ncnc2c1ncn2[C@H]1CN(Cc2ccccc2)C[C@@H](CO)O1
→ 3	23	5	-1.4	101	-3.8	-1	-0.1	0	-4
13	CCOC(=O)c1ccc(NC(=O)CN(C)S(=O)(=O)c2ccc(OC)cc2)cc1
→ -3	8	2	1.4	104	0.4	0	0.2	-1	-3
14	Cn1c(=O)c2c(ncn2CC(=O)OCC(=O)Nc2cccc(C#N)c2)n(C)c1=O
→ -6	-10	9	-0.8	92	-3.2	6	-0.2	2	5
15	O=C(COc1ccccc1Cl)NCCCNC(=O)c1cnccn1
→ 1	0	-3	-0.7	102	0.1	4	-0.2	4	-8
16	COc1cc2c(cc1OC)C(c1cccc(C)c1)CC(=O)N2 (stereo not drawn)
→ 0	0	-3	-2.1	102	3.0	7	0.5	-5	5
17	C/C=C1\NC(=O)[C@H](C)NC(=O)[C@@H](NC(=O)[C@@H](Cc2ccc(O)cc2)NC(=O)[C@@H](NC(=O)/C(C)=C/C)C(C)C)[C@@H](C)OC(=O)[C@H](CCCCc2ccc(O)cc2)NC(=O)[C@@H](CCC(=O)OC)NC1=O
→ 4	-5	7	.	95	1.4	.	-0.1	1	-9
18	Nc1nc(Nc2cccc(Cl)c2)n[nH]1
→ -3	-8	-2	-1.3	94	2.1	5	0.0	-1	1
19	Cc1nc2ccc(NC(=O)CCS(=O)(=O)c3ccc(Cl)cc3)cc2s1
→ 1	-4	-17	0.2	98	-0.6	11	1.3	-1	6
20	CN(C)C(=S)NC1CCS(=O)(=O)C1 (stereo not drawn)
→ 0	0	9	-0.7	93	3.9	6	0.0	0	1
21	O=C(CCCN1C(=O)/C(=C\c2ccccc2)SC1=S)Nc1ccc(O)cc1C(=O)O
→ 2	-3	2	0.2	95	7.4	10	0.0	2	0
22	CCOC(=O)c1ccc(NC(=O)CN2C(=O)CSC2=O)cc1
→ 0	-2	-3	-0.2	102	0.3	6	0.0	-5	3
23	O=C(COC(=O)/C=C/c1ccc(Br)o1)Nc1ccc2[nH]c(=O)[nH]c2c1
→ 2	-6	0	-2.8	97	-0.4	1	0.1	6	2
24	CCCS(=O)(=O)Nc1cccc(-c2ccc3nnc(C)n3n2)c1
→ 9	-4	1	1.0	100	2.4	15	-0.3	-1	1
25	O=C(CNC(=O)COc1ccccc1)NCc1cccnc1
→ 1	-1	-2	-2.4	98	-0.5	4	0.0	-9	6
26	O=C(CCCCCn1c(=S)[nH]c2ccc(N3CCOCC3)cc2c1=O)NCCc1ccccc1
→ -2	-1	-4	18*	98	-1.2	4	2.9	-2	3
27	CCOc1ccc(C(=O)NC(=S)N(Cc2ccccc2)Cc2ccccc2)cc1
→ -1	-2	16	-1.5	101	-0.7	12	0.3	-13	-9
28	FC(F)(F)c1nc(N2CCN(c3ccccc3)CC2)nc2c1CCCCC2
→ -2	-1	-7	-0.4	96	-2.0	12	0.0	-1	7
29	COc1ccc(C(=O)N/C(=C\c2ccc([N+](=O)[O-])cc2)C(=O)NC(CCSC)C(=O)O)cc1 (stereo not drawn)
→ 2	1	3	3.0	111	2.4	19	-0.2	3	7
30	CCn1c(SCC(=O)Nc2cccc(OC)c2)nc2ccccc2c1=O
→ -2	10	6	0.9	99	0.3	-3	0.2	3	-7
31	COc1ccc(C=NOCC(=O)OCC(=O)Nc2ccc(OC)cc2)cc1
→ 1	3	1	-3.5	103	-0.1	2	0.3	-5	2
32	CCN(CC)CCn1c2c(c(SCC(=O)Nc3cc(C)on3)nc1=O)CCCC2
→ -1	-4	1	-4.2	90	0.1	6	-0.1	12	7
33	Cc1ccc(S(=O)(=O)Cn2nnnc2C(CC(C)C)N2CCN(c3ccc(F)cc3)CC2)cc1 (stereo not drawn)
→ 1	-2	4	-1.3	91	-0.6	1	0.0	-2	-2
34	C/C(=N\Nc1ccccc1)c1cccc(N)c1
→ 0	-4	4	2.1	99	0.2	1	0.0	3	7
35	CCOc1ccc2nc(SCC(=O)NC3CC3)sc2c1
→ 0	8	-9	-1.0	97	0.0	-2	0.1	-9	2
36	Cc1ccc(NC(=O)c2ccc(OC(=O)COc3cccc(Cl)c3)cc2)cc1
→ -2	-1	-8	-0.8	102	-1.1	8	-0.1	2	0
37	CCC(=O)NN1CCc2cc3ccc(C)cc3nc21
→ 2	1	2	1.1	107	0.9	-5	0.1	9	6
38	CC(C)C12CN3CC(C(C)C)(CN(C1)C3c1ccc([N+](=O)[O-])o1)C2=O (stereo not drawn)
→ 1	-4	4	-3.6	90	-0.2	1	0.0	1	-10
39	CC1(C(=O)NS(=O)(=O)c2ccc(Br)cc2)CCN1C(=O)Cc1cccs1 (stereo not drawn)
→ 1	-16	7	-1.9	99	2.3	2	-0.2	2	3
40	Cc1ccc(C(=O)N/C(=C\c2ccc(-c3ccc(Br)cc3)o2)C(=O)NCCCN(C)C)cc1
→ -8	75*	-33	11*	103	-4.2	12	-1.0	-2	36*
41	CC1(C(=O)NCc2ccccc2)CN(S(C)(=O)=O)CC(=O)N1CCc1ccc(O)cc1 (stereo not drawn)
→ .	8	.	.	.	.	.	0.0	-4	3
42	Cc1cnn(C(=O)c2cc(-c3ccccn3)nc3ccc(Cl)cc23)c1
→ 2	-2	-1	-0.1	101	-0.4	0	-0.1	2	1
43	Cc1ccccc1Nc1nnc(SCC(=O)Nc2ccccc2[N+](=O)[O-])s1
→ -2	1	-7	-1.3	100	-2.3	3	0.2	-4	-6
44	Cc1[nH]c(=O)[nH]c(=O)c1S(=O)(=O)Nc1ccc(Cl)c([N+](=O)[O-])c1
→ 1	2	-2	-0.3	95	-0.4	12	-0.1	6	1
45	COc1ccc(/C=C/C(=O)NCCc2ccc(OC)c(OC)c2)cc1
→ -4	-3	0	0.7	95	-1.0	1	-0.1	-3	-6
46	Cc1noc(C)c1NC(=O)NCCN1CCN(Cc2ccccc2)CC1
→ 2	-1	5	-0.4	105	-0.8	-1	-0.1	-3	-3
47	CCCN(CCC)S(=O)(=O)c1ccc(Cl)c(OC)c1
→ -4	-2	-3	-0.8	100	2.8	3	-0.3	-3	-1
48	COc1ccc(/C(O)=C2/C(=O)C(=O)N(c3nc(C)c(C)s3)C2c2ccco2)cc1 (stereo not drawn)
→ 4	9	39	-0.4	108	-2.5	0	0.6	1	7
49	C/C(Cn1cnc([N+](=O)[O-])n1)=N/NC(=O)COc1ccccc1Cl
→ 3	-2	4	-1.5	99	-2.3	2	-0.1	1	0
50	Cc1ccc(-c2nn3c(-c4ccco4)nnc3c3ccccc23)cc1S(=O)(=O)NCC1CCCO1 (stereo not drawn)
→ -1	0	55*	0.1	94	-0.8	-20	-0.4	6	4
51	Cc1c(C(=O)NC(C)C)c(-c2ccccc2)nn1-c1ccccc1
→ 0	1	0	-1.4	97	0.9	-2	-0.1	-1	-1
52	CN(C)C(=O)c1ccc(-c2nnc(NCc3ccccc3)c3ccccc23)cc1
→ -5	-2	-3	1.6	104	18	12	0.3	-2	0
53	Cc1nc(-c2ccc(NC(=O)Cc3ccccc3)cc2)cs1
→ 2	15	-5	-1.4	101	-0.5	10	-0.1	6	1
54	CC(C)(CO)CNC(=O)CCc1nnc(-c2ccc(-c3ccccc3)cc2)o1
→ -4	-2	2	-2.5	99	0.8	1	0.1	0	3
55	O=C(CN1C(=O)C(=O)N(C2CCCC2)C1=O)NCCc1ccc(F)cc1
→ -1	1	-3	0.7	104	2.0	12	-0.4	-3	-4
56	CC1C(=O)NC(=O)C1c1ccccc1 (stereo not drawn)
→ 0	-6	6	1.3	103	-0.9	10	-0.2	2	1
57	COc1ccc(CC(=O)Nc2cccc(S(=O)(=O)N3CCCCC3)c2)cc1
→ 0	-8	-15	-1.1	100	-0.2	-1	0.3	0	0
58	C/C=C/C(=O)OCC(=O)Nc1ccc(OC)c(OC)c1
→ -1	0	0	0.2	95	-0.1	24	0.4	1	5
59	COc1ccccc1N1CCN(CCCNC(=O)Cn2ncc3c([nH]c4ccccc43)c2=O)CC1
→ -2	1	8	0.5	101	2.4	-6	-0.3	-10	4
60	COCCn1cnc2c1c(=O)n(CC(=O)Nc1cc(C)on1)c(=O)n2Cc1ccccc1
→ 2	3	7	3.1	102	10	0	0.0	0	-6

(continued)
Each structure is followed by: Glyco luc inh	Granule exo inh	H9c2 protect	MC4R barr agon	ABCB6 inh 2	iPSC survival up	MC4R antagonist	aDG glyco up	HTR2A ag	ABHD5 PLIN5 PPI
61	O=C(c1cc([N+](=O)[O-])cc([N+](=O)[O-])c1)N(Cc1nnc(-c2ccccc2Cl)o1)C1CC1
→ -2	0	-5	-0.4	98	-0.6	-5	0.4	1	3
62	CC(C)(C)c1ccc(/C=C(\C#N)C(=O)Nc2ccccn2)cc1
→ 2	30	-8	-1.5	100	-0.3	3	0.0	3	3
63	Cc1ccc(/C=N/NC(=O)c2c(-c3ccccc3)noc2C)o1
→ 1	-3	5	-1.6	96	6.6	14	-0.3	2	-2
64	Cc1ccccc1S(=O)(=O)NC(=O)C1(C)CCN1C(=O)COc1ccc(Cl)cc1 (stereo not drawn)
→ 3	-1	-2	-0.1	104	-2.6	-4	-0.2	4	-7
65	COCCN1C(=O)COc2ccccc2C1C(=O)Nc1ccc2c(c1)OCCO2 (stereo not drawn)
→ .	-5	.	.	98	-0.6	.	0.0	-4	1
66	CC(C)NC(=S)N/N=C/c1ccc(C(C)(C)C)cc1
→ -5	1	-12	-2.9	91	-0.5	0	0.8	-1	-7

From PubChem
